Coupling enz: counter-screen for Giardia aldolase inhibitors: coupling enzyme system. coupling enzyme system counterscreen, AmpLite Red fluorescence. activity change, negative = inhibition, % at 58.2 µM, hits read low. 0.67% of 290,000 active. AID 2472; in the data active means activity change below about -30%; further: on the % scale 0 is the no-effect control and ±100 the full control effect
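First, compound is pin-transferred into glyceraldehyde-3-phosphate coupling-enzyme reagent at 57.5 uM final and held 10 min at RT. Next, substrate, coupling system and AmpLite Red are added. After 20 min RT, fluorescence (525/598 nm) is read.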
GALK inhibitor: blocks human galactokinase activity | P51570 | Purified GALK, Kinase-Glo residual ATP luminescence | Potency, µM (series often up to 57.5 µM), for the others: at the top dose activity change, negative = inhibition, usual class: inhibitors | 0.007% of 270,000 active | AID 1868; further: potency means the concentration at half of the fitted maximal effect; on the % scale 0 is the no-effect control and ±100 the full control effect
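Human GALK (5 nM) with 35 uM ATP and 100 uM galactose in 20 mM HEPES pH 8.0, 5 mM MgCl2, 60 mM NaCl, 1 mM DTT, 0.01% BSA. After 1 h at room temperature, leftover ATP was read by Kinase-Glo Plus luminescence.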
S-ASM inh: human S-ASM enzyme inhibition; Potency, µM (highest dose often 57.5 µM), without a hit: top-dose activity change, negative = inhibition, most hits filed as inhibitors; 0.006% of 340,000 active; P17405; placental ASM, HMU-PC fluorogenic substrate, 60 min; further: potency means the concentration at half of the fitted maximal effect
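Fluorogenic HMU-PC substrate (9 uM final) is turned over by placental ASM in 60 min at 37 C after a 10 min compound preincubation. Reaction ended by alkaline stop (pH 10), with fluorescence read at 386/447 nm.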
Giardia kill: Giardia lamblia killing; Giardia lamblia trophozoite viability; 0.15% of 340,000 active; activity change, % at 7.66 µM, hits read low; AID 540267; in the data active means activity change below about -80%; inconclusive means between about -30% and that limit;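 further: parasites exposed to compound for two days anaerobically before the ATP read; on the % scale 0 is the no-effect control and ±100 the full control effect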
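Luminescent ATP signal served as the viability read-out, measured 15-30 min after adding ATP detection reagent to trophozoites that had been incubated with compounds for 48 hrs at 37 deg C anaerobically at 100 cells/well.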
Menin MLL FP TR: displaces Texas Red mutant MLL peptide from human menin; Potency, µM (top dose mostly 61.6 µM), inactives show at the top dose FP activity change, negative = inhibition, usual class: inhibitors; 0.23% of 270,000 active; O00255; Menin + Texas Red MLL mutant peptide, fluorescence polarization; active means well fitted inhibition curve with a large enough effect in the polarisation, with a control signal flat, not every such curve was filed as active; inconclusive means small, poorly fitted or top-dose-only effect, or effect the other way, or a change in a side signal; inactive means no such curve, though single readings can be large or run the other way; the % refers to the polarisation; further: potency means the concentration at half of the fitted maximal effect; % of control where 0% means no effect; many of its hits are not listed in these tables
Target sequence (O00255 whole entry, looked up): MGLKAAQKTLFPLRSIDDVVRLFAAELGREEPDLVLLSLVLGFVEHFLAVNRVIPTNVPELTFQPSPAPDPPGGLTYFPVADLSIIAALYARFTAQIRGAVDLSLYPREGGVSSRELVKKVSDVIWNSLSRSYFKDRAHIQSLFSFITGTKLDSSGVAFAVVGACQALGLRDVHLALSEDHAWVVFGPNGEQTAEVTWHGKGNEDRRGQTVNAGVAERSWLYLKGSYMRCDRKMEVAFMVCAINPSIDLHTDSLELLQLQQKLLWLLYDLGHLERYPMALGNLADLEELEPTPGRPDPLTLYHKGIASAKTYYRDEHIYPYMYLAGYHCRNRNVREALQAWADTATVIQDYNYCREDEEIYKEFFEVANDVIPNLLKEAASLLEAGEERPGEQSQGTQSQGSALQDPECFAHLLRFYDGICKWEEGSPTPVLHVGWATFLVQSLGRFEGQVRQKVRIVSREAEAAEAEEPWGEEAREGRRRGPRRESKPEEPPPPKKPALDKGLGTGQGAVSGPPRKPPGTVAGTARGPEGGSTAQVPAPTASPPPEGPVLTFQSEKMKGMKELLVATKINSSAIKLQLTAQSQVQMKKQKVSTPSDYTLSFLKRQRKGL
B2AR arrestin: agonists driving beta-arrestin recruitment to human beta2-adrenergic receptor | P07550 | beta-arrestin recruitment to beta2AR, cell-based reporter | Potency, µM (highest dose often 46.1 µM), for inactives: at the highest dose activation, hits mostly activators | 0.02% of 330,000 active | AID 492947;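 further: potency means the concentration at half of the fitted maximal effect; 0% = DMSO controls and full agonism = EC100 isoproterenol or metaproterenol; nearly all actives have a fitted effect of over 65% in size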
Target sequence (P07550 whole entry, looked up): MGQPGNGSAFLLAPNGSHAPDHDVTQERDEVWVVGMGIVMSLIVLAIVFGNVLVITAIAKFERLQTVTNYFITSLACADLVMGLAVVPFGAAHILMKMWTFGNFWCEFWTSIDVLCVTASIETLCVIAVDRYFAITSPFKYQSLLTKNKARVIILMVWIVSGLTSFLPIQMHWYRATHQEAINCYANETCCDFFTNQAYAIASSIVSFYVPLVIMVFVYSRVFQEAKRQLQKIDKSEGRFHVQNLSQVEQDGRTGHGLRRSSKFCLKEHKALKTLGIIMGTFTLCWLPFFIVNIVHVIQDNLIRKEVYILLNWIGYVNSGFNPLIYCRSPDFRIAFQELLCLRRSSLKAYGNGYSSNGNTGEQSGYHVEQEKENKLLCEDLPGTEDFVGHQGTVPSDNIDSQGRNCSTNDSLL
Chronic BCR inh: blocks chronic active B-cell receptor signaling | Potency, µM (top dose mostly 46.1 µM), without a hit: at the highest dose ratio change, negative = lower green/red ratio, usual class: inhibitors | ABC-DLBCL IkBa-CBG/CBR reporter, luminescence ratio, 4 h | 0.05% of 340,000 active; active means well fitted inhibition curve with a large enough effect in the signal ratio, with a control signal flat, not every such curve was filed as active; inconclusive means small, poorly fitted or top-dose-only effect, or effect the other way, or a change in a side signal; the % refers to the signal ratio;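 further: potency means the concentration at half of the fitted maximal effect; plate controls were basal doxycycline-induced cells for no effect and cells given 10 µM MG132 for full effect; MG132 reads +100%, hits lower the ratio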
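TMD8 ABC-DLBCL cells carrying doxycycline-inducible green luciferase fused to IkappaBalpha plus unfused red luciferase were exposed to compounds (up to 46 uM) for 4 hrs at 37C. Activity came from the overlap-corrected green/red luminescence ratio.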
Tb PFK inh: T. brucei PFK enzyme inhibition; AID 485367; T. brucei PFK, ADP-Glo luminescence; Potency, µM (titrated, usually from 57.5 µM), for the others: at the top dose activity, negative = inhibition, hits mostly inhibitors; 0.17% of 330,000 active;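 further: potency means the concentration at half of the fitted maximal effect; 0% = uninhibited 1x PFK enzyme wells and -100% = no-enzyme wells; nearly all actives have a fitted effect of over 60% in size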
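Luminescent ADP detection (ADP-Glo, two-step: ATP depletion then ADP-to-ATP conversion for luciferase) reported PFK activity after 45 min room-temperature reaction of 1.25 nM enzyme with 0.5 mM F6P and 0.1 mM ATP at pH 8.0.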
PTAP TSG101 blk: blocks PTAP/TSG101 interaction to inhibit HIV-1 budding; Q99816; Fluorescence polarization, FITC-PTAP peptide / Tsg101 binding; Potency, µM (doses to about 115 µM), inactives show at the highest dose activity change, negative = inhibition, most hits filed as inhibitors; 340,000 tested, under 10 active; AID 493005; active means well fitted inhibition curve with a large enough effect in the main read-out, with a control signal flat, not every such curve was filed as active; inconclusive means small, poorly fitted or top-dose-only effect, or effect the other way, or a change in a side signal; inactive means no such curve, though single readings can be large or run the other way; further: potency means the concentration at half of the fitted maximal effect; % of control where 0% means no effect
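Fluorescence polarization binding of Tsg101 binding domain (10 uM final) to FITC-labeled PTAP peptide (50 nM final) in HEPES pH 7.5 buffer with NaCl, Tween 20, EDTA, TCEP. Compounds added before peptide; binding 20 min at RT.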
Integrin act MD: activators of alpha7 integrin expression for muscular dystrophy. alpha7betagal myoblasts, beta-gal FDG fluorescence, 48 h. 0.064% of 350,000 active. Potency, µM (series often up to 38.3 µM), inactives show at the highest dose activation, hits mostly activators. AID 624291;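 further: potency means the concentration at half of the fitted maximal effect; 100% = response of the positive control SU9516; nearly all actives have a fitted effect of over 60% in size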
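Alpha7betagal+/- myoblasts (passage 13) were plated 16-24 hr, then exposed to compounds (1:260 dilution of DMSO stock) for 48 hours at 37C. After MPER lysis, β-galactosidase reporter activity was read as FDG fluorescence (ex 480/em 540) after 30 minutes.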
PKM2 act: activators of human pyruvate kinase M2; 0.34% of 260,000 active; purified PKM2, Kinase-Glo ATP luminescence, activation; response scale: 0% is enzyme alone, no compound; AID 1631; Potency, µM (titrated, usually from 57.5 µM), inactives show at the top dose activation, usual class: activators; further: potency means the concentration at half of the fitted maximal effect; on the % scale 0 is the no-effect control and ±100 the full control effect; nearly all actives have a fitted effect of over 55% in size
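Purified hPK-M2 (>95% pure) converted ADP (0.1 mM final) to ATP with 0.5 mM PEP in 50 mM imidazole pH7.2, KCl, MgCl2, Tween 20, BSA; 1 h at room temperature. ATP detected by Kinase-Glo luminescence.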
The depositor's hits bear a star; i = inactive; u = inconclusive; x = no result given; & = joins results of further samples; [ ] = another dose, or the depositor's remark. Unless noted, the call rests on the fitted dose curve; in most records, active means well fitted curve in the direction sought with a large enough effect; inconclusive means small, poorly fitted or top-dose-only effect, or another doubt; inactive means no such curve, though single readings can be large; an effect the other way counts as inactive or inconclusive.

SMILES | Coupling enz | GALK inhibitor | S-ASM inh | Giardia kill | Menin MLL FP TR | B2AR arrestin | Chronic BCR inh | Tb PFK inh | PTAP TSG101 blk | Integrin act MD | PKM2 act
COc1cccc(NC(=S)N(Cc2ccc(C)cc2)Cc2ccccn2)c1 | 0 | -2% | 3% | 17 | 6% | -0.5% | -1% | -7% | -8% | -17% | 0%
CC(=N\Nc1ccccc1)/C(=N/O)C(=O)Nc1ccccc1 | 0 | -3% | -2% | 7 | -8% | -1.0% | 8% | -3% | -2% | 0% | 0%
CC1(C)CC(=O)c2cc(OCC(=O)N3CCCCCC3)ccc2O1 | 2 | 1% | 405%[activator] | -7 | -20% | -0.3% | 4% | 3% | -5% | -16% | -4%
C/C(N)=C(/C#N)C(=O)CSc1nnc(Nc2cccc(C)c2)s1 | 0 | 0% | 0%&-3% | -2&3 | 7% | -0.8% | -3% | u | 2%&-4% | 5%&-25% | 0%
CC1CCN(C(=O)COC(=O)/C=C/c2ccc([N+](=O)[O-])cc2)CC1 | x | x | -5% | 12 | x | -0.2% | u | -9% | 0% | 8% | x
CCn1c(=O)c(=O)[nH]c2cc(C(=O)N3CCN(Cc4ccc5c(c4)OCO5)CC3)ccc21 | 0 | 0% | 1% | 2 | -17% | 0.1% | -3% | -6% | 4% | 1% | -1%
CC(=O)Nc1cc2cc(NS(=O)(=O)c3ccc(C)cc3)ccc2oc1=O | -3 | 0% | 2% | -15 | x | -0.8% | -6% | 5% | -7% | 0% | 1%
O=C(NCC1CCCCC1)C12CN(Cc3ccccc3)CC1C(c1cccc([N+](=O)[O-])c1)=NO2 (stereo not given) | 8 | 0% | 0% | -4 | 2% | 0.2% | 9% | 1% | -4% | 13% | 1%
Cc1cc(C)cc(CC2CC(=O)N(c3ccc([N+](=O)[O-])cc3)C2=O)c1 (stereo not given) | 6 | 5% | -2% | 13 | -1% | -0.7% | u | -1% | -9% | 35% | -5%
COc1ccc(C(C)=O)cc1COC(=O)c1c(C)noc1C | 0 | 1% | -2% | -1 | 2% | 4.2% | -4% | -3% | 0% | -9% | 8%
Cc1ccc(-n2c(Cc3cccn3C)nnc2SCC(=O)Nc2cc(C)on2)cc1 | 2 | 0% | 0% | 6 | -27% | 0.1% | -6% | -2% | -1% | -18% | -1%
O=S(=O)(c1ccccc1)c1nc(NCc2cccnc2)sc1Cl | 4 | -3% | -5% | 12 | 18% | 0.4% | 2% | 2% | -2% | 12% | u
CCN(CC)C(=O)c1ccc(-c2ccccc2)cc1 | -3 | x | 5% | -4 | -13% | 0.2% | -2% | 5% | -2% | 19% | -10%
O=C(CSc1ccc([N+](=O)[O-])cn1)Nc1nccs1 | x | 1% | 2% | 2 | x | -1.1% | 3% | 1% | -2% | -9% | x
Cc1ccc(-n2ncc3c(SCc4cccc(C)c4)ncnc32)cc1 | 1 | -1% | 9% | 1 | 12% | -0.3% | 7% | 0% | -2% | -9% | 0%
CNC[C@@H]1Oc2c(NC(=O)Nc3ccccc3)cccc2C(=O)N([C@@H](C)CO)C[C@H]1C | x | x | 2% | -10 | x | 0.3% | -2% | 1% | -1% | -4% | x
CC(C)N(Cc1ccccc1)C(=S)Nc1ccccc1F | 2 | -3% | 4% | 0 | x | -0.1% | 3% | 1% | -1% | 0% | 3%
O=C(CCN1C(=O)[C@@H]2Cc3ccccc3CN2C1=O)Nc1cccc(F)c1 | x | 6% | 4% | -9 | x | -0.1% | 0% | -2% | -1% | -19% | x
CS(=O)(=O)c1ccc(C(=O)NC2CCOC2=O)cc1 (stereo not given) | 2 | 4% | 0% | -7 | -5% | 0.3% | 2% | 4% | -6% | -6% | 6%
Cc1c(-n2c(-c3ccccc3)nc3ccccc3c2=O)c(=O)n(-c2ccccc2)n1C | 2 | -3% | 0% | 17 | 7% | -0.3% | 7% | 1% | -3% | 6% | 5%
CC(=O)C(C(C)=O)c1cc(NS(=O)(=O)c2ccccc2)ccc1NS(=O)(=O)c1ccccc1 | 1 | 15% | -4% | 31[activator] | u | -0.1% | 1% | -2% | -10% | 14% | 19%
Cc1ccc2oc(C(=O)N3CCC(O)(c4cccc(C(F)(F)F)c4)CC3)c(C)c2c1 | -2 | 6% | -15% | -2 | u | 0.1% | -6% | -1% | -3% | -20% | 1%[11.5 µM]
CCC(OC(=O)C(C)N1C(=O)C(=O)c2ccccc21)C(=O)Nc1ccccc1OC (stereo not given) | 0 | 12% | -1% | 7 | 5% | -0.9% | u | -5% | -3% | 0% | 1%
O=C(N/C(=C/c1cccnc1)C(=O)N1CCOCC1)c1ccco1 | 5 | -5% | -1% | -25 | -2% | 0.1% | -2% | 7% | -5% | 15% | 7%
CN(C)c1cc[n+](CC(=O)Nc2ccc(OC(F)F)cc2)cc1 | -2 | 1% | 6% | -13 | x | 0.4% | -1% | -5% | -5% | 3% | 0%
COc1ccc(OC)c(NC(=S)NCCCN2CCOCC2)c1 | -1 | 2% | 6% | 8 | -21% | -0.8% | 3% | 2% | -1% | 25% | 10%
O=C(OCC(=O)N1CCOCC1)c1ccccc1Br | 1 | 8% | 1% | -1 | -18% | -0.1% | -10% | 6% | -3% | 2% | 1%
O=C(COc1cccc2cccnc12)N/N=C1\SCC(=O)N1Cc1ccccc1 | 2 | 0% | 6% | 3 | u | 0.3% | u | 0% | -4% | -13% | 10%
CC(C)N1C(=O)CN(C2CCCCCC2)C(=O)C1c1ccccc1F (stereo not given) | 1 | 2% | -1% | -3 | -16% | -0.2% | 2% | -2% | 3% | -2% | 5%
COc1ccc(C)cc1N(C(=O)c1ccco1)C(C(=O)NC1CCCC1)c1cc(OC)c(OC)c(OC)c1 (stereo not given) | 0 | 0% | -6% | -29 | x | -0.5% | 0% | -1% | 0% | -17% | x
CN1C(=O)/C(=C/c2ccccc2OCc2ccccc2F)NC1=S | -1 | x | -17% | -5 | u | 0.2% | 13% | -6% | -1% | 38% | -1%
CCN1CCN(C(=O)CCN2C(=O)c3ccccc3S2(=O)=O)CC1 | x | x | -1% | 0 | x | 0.0% | -6% | 0% | 0% | 8% | x
O=c1c2ccccc2ncn1C1CCCCC1 | 3 | 0% | 0% | -17 | 9% | x | x | x | -4% | -22% | -1%
COc1cc(NC(=O)C2CCCN2S(=O)(=O)c2ccc3c(c2)CC(C)N3C(C)=O)cc(OC)c1 (stereo not given) | -2 | -1% | 4% | 8 | 8% | 0.4% | 4% | 0% | -4% | 11% | -3%[0.46 µM]
CCCCn1c(SCC(=O)NCc2ccco2)nc2c1c(=O)n(C)c(=O)n2C | -2 | 0% | 0% | -7 | -12% | -0.9% | 16% | 1% | -2% | -4% | 5%
Cc1cccn2c(=O)c3cc(C(=O)N4COCC4(C)C)sc3nc12 | 3 | 1% | i | u | -3% | 0.4% | -1% | -6% | 0% | 19% | -29%
Cc1ccnc2nc(C(=O)OCC(=O)N3CCc4ccccc43)nn12 | 1 | 0% | 2% | 15 | 2% | -0.2% | 6% | -2% | -14% | u | 3%
Cc1ccc(C(=O)NN2C(=O)C3C4c5ccccc5C(c5ccccc54)C3C2=O)cc1 (stereo not given) | 1 | 0% | -2% | 2 | 0% | 0.1% | 0% | -2% | -2% | -5% | -4%
COc1ccc(CC(C)CC(=O)NCCc2ccc(OC)c(OC)c2)cc1 (stereo not given) | 0 | -1% | 1% | 26 | -1% | -1.1% | -1% | 4% | -6% | 8% | x
C(=N\N1CCN(C2c3ccccc3-c3ccccc32)CC1)/c1cccnc1 | -2 | -1% | -9% | -21 | -24% | -0.2% | 9% | -1% | -1% | 16% | -3%
O=C(Nc1c2c(nn1-c1ccc([N+](=O)[O-])cc1)CS(=O)(=O)C2)c1ccco1 | 4 | -5% | 0% | -6 | 10% | -0.3% | -6% | 3% | -4% | 7% | x
Nc1cc(C(F)(F)F)ccc1OCC1CCCO1 (stereo not given) | -3 | -1% | 2% | 4 | 4% | -0.1% | -1% | 1% | -3% | -9% | 0%
O=C(CN1C(=O)/C(=C/c2ccccc2)SC1=S)N1CCN(CCc2ccccn2)CC1 | 3 | x | -14% | 5 | -1% | -0.7% | 0% | -4% | -2% | -9% | 14%
CC(=O)NC1(C(F)(F)F)C(=O)Nc2c1c(=O)[nH]c(=O)n2CCc1ccccc1 (stereo not given) | 1 | -2% | -5% | -9 | x | -0.7% | 12% | 1% | -3% | u | 0%

Assay outcomes from PubChem.

The list is partial, so the mix of outcomes need not match the whole.
